# Myeloid diff MLP: myeloid differentiation induction | ER-HoxA9 myeloid progenitors, lysozyme-GFP differentiation, flow cytometry | calls only at 10 µM | hit rate 1% among 360,000;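 active means normalized GFP-positive differentiation at or above the plate's own cutoff, the solvent-only control mean plus 3 SD; inconclusive means no clear call, values can overlap the other calls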;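 further: cells exposed to compound for four days before flow analysis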
# Lipid droplet: modulators of hepatic lipid droplet formation; AML12 mouse hepatocytes, oleate lipid droplets, BODIPY imaging; inhibition, % at 6.5 µM; hit rate 0.4% among 240,000;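 active means lipid droplet intensity inhibited by at least 50%, with more than 500 cells counted; inconclusive means wells with under 300 cells, treated as cytotoxic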
#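 Material – mouse AML12 hepatocyte cell line, fixed after treatment · Compound dosing – one dose, 6.5 µM compound · Times – compound with oleate, overnight · Measured by – Image-based BODIPY and DAPI two-channel analysis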
# K1F lysis inhibition: protection from phage-mediated lysis, alamar blue read-out – E. coli UTI89, K1F phage, bacterial capsule biogenesis inhibitors (AID 488966). E. coli UTI89 K1F phage lysis, alamar blue, 2 h; higher % means a stronger effect. inhibition, % at 100 µM; hits with a dose series show IC50 in µM. hit rate 0.02% among 340,000;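 active means phage lysis inhibition, versus mean bacterial control, above a set limit; inconclusive means no clear call, values can overlap the other calls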;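 further: capsule biogenesis inhibitors block K1F phage lysis so surviving cells raise fluorescence; higher fluorescence means more inhibition of phage lysis; actives were called in the ten point dose series up to 300 µM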
# Lipid droplet cells 6.5 µM: further read-out of Lipid droplet, marked with its call; cell count; measured here: cell count, cytotoxicity flag;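 cells counted across two imaged fields per well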
# Myeloid diff MLP GFP+ MAC1+ %: recorded beside Myeloid diff MLP, whose call it bears; GFP+ MAC1+ double positive, %; measured here: differentiation confirmed by MAC1 staining
# Numbers without * were called inactive; i = inactive; ? = inconclusive; / = not tested or not shown; + = active, no number; [ ] = remark or other dose.
SMILES,Myeloid diff MLP,Myeloid diff MLP GFP+ MAC1+ %,Lipid droplet,Lipid droplet cells 6.5 µM,K1F lysis inhibition
COc1ccc(CCN(C)C(=O)c2ccc(OCC(=O)N3CCOCC3)c(OC)c2)cc1OC,i,0.7,-9,765,0.0%
CNC(=O)c1cc(S(=O)(=O)NCc2ccncc2)ccc1OC,i,0.8,-1,803,4.2%[50 µM]
Cc1ccc(N(C)/N=C/c2ccc(Cl)cc2Cl)nn1,i,0.3,6,860,-0.2%
CCN(CC)S(=O)(=O)c1ccc(C(=O)NCC(=O)N/N=C/c2ccccc2OC)cc1,i,1.4,0,837,0.1%
COc1ccc(-c2nnc(C)c3nocc23)cc1,i,0.7,-2,836,0.0%
O=C(Nc1cccs1)Nc1cccnc1Cl,i,0.6,7,845,0.3%
C=CCc1ccc(OCC(O)CN2CCN(c3ccccc3OC)CC2)c(OC)c1 (stereo unspecified),i,0.8,-1,837,-0.1%
COc1ccc2cc(C(=O)N3CCN(c4ccc(F)cc4)CC3)[nH]c2c1,i,0.4,3,832,0.1%
CCC(C)c1ccccc1NC(=S)NC(=O)c1ccco1 (stereo unspecified),i,0.7,4,870,-0.1%[50 µM]
COc1ccc(C2C3=C(CC(C)(C)CC3=O)N(C)C3=C2C(=O)CC(C)(C)C3)cc1OC,i,0.6,-7,821,0.0%
COc1ccccc1C(=O)NCCC(=O)Nc1cccc(C)n1,i,2.6,2,667,0.0%
CCOC(=O)Nc1ccc(N2CCOCC2)c(S(=O)(=O)N2CCOCC2)c1,i,0.5,-3,850,1.0%[50 µM]

# Some entries already given, limited to Lipid droplet cells 6.5 µM and Myeloid diff MLP GFP+ MAC1+ %:
SMILES | Lipid droplet cells 6.5 µM | Myeloid diff MLP GFP+ MAC1+ %
Cc1ccc(N(C)/N=C/c2ccc(Cl)cc2Cl)nn1 | 860 | 0.3
CCN(CC)S(=O)(=O)c1ccc(C(=O)NCC(=O)N/N=C/c2ccccc2OC)cc1 | 837 | 1.4

# The listing continues:
SMILES,Myeloid diff MLP,Myeloid diff MLP GFP+ MAC1+ %,Lipid droplet,Lipid droplet cells 6.5 µM,K1F lysis inhibition
Cc1[nH]c(=O)c(C#N)c(C)c1CCC(=O)NCc1ccc(Cl)cc1,i,0.8,-16,807,1.0%
Cc1cc(-c2ccc(C(C)C)c(S(=O)(=O)N3CCC(C)CC3)c2)on1,?,/,-11,693,1.1%
CCOC(=O)Cn1cnc2c(cnn2-c2ccccc2)c1=O,i,0.1,2,705,0.2%
Cc1ccc(N=Cc2c(O)c3ccccc3n(C)c2=O)cc1,i,0.5,1,704,-1.1%[50 µM]
Cc1ccc2nc(N(CCCN(C)C)C(=O)c3ccc4ncsc4c3)sc2c1,i,4.3,-24,744,1.0%
CCOc1ccc2[nH]c3nc(SCC(=O)NCC4CCCO4)nnc3c2c1 (stereo unspecified),i,0.6,-2,791,0.0%
CC(=O)c1c(C)cc(C)c(CSc2ccccn2)c1C,i,0.3,-2,862,-0.1%
O=C(Cc1c(F)c(F)c(F)c(F)c1F)Nc1nc(-c2ccccc2)cs1,i,2.8,-39,506,0.2%
Cc1ccccc1N1CCN(C2CCCN(C(=O)CCC(F)(F)F)C2)CC1 (stereo unspecified),i,0.2,9,775,-1.1%
CC(=O)Nc1ccc(NC(=O)C2CCCN2C(=O)NC2CCCCC2)cc1 (stereo unspecified),i,0.3,9,784,0.1%
COc1cccc(/C=C2\SC(=S)N(C(C)C(=O)NC3C=CS(=O)(=O)C3)C2=O)c1 (stereo unspecified),i,2.4,-2,730,0.2%
CCc1nc2ccc(C(=O)N3CCN(c4ccc(Cl)cc4)CC3)cc2nc1CC,i,0.0,-3,725,0.4%
Cc1cccc(N2CCN(S(=O)(=O)c3ccc4c(c3)CCCN4C(=O)C3CCC3)CC2)c1C,i,3.6,-17,756,0.2%
Cc1cc(C(=O)Nc2ccc(CC(=O)O)cc2)c(C)o1,i,0.0,-4,752,0.0%
CC(=O)N/N=C(/c1ccccc1)C(O)c1ccccc1 (stereo unspecified),i,0.7,3,796,0.2%
CC(NC(=O)c1cc(COc2cccc(C(F)(F)F)c2)on1)c1nccs1 (stereo unspecified),i,0.9,-4,674,0.2%
Cc1cc(C)n(CCCN2CCC(C(=O)Nc3cccc(-c4cccc(F)c4)c3)CC2)n1,i,0.7,0,825,2.1%[50 µM]
CC(=O)CSc1nnc(-c2ccc(S(=O)(=O)N3CCCC3)cc2)n1C,i,0.2,-14,825,0.6%
Cc1cccc(N2CCN(Cc3ccc(Br)o3)CC2)c1C,i,0.9,-14,802,0.1%
Cc1cccc(Nc2ncnc3onc(-c4ccc(F)cc4)c23)c1C,i,0.2,-2,790,2.4%
O=C(Oc1ccc(-c2nnco2)cc1)C1CCN(C(=O)c2ccc(F)cc2)CC1,i,0.4,-2,839,0.2%
O=S(=O)(NCCc1csc(-c2cccnc2)n1)c1ccc(F)cc1,i,0.3,-1,912,0.1%
O=C(CSc1n[nH]c(-c2cccnc2)n1)Nc1cccc(Cl)c1,i,0.6,-6,787,0.4%
O=C(N/N=C/c1ccccc1O)C1CC(=O)N(c2ccc(Cl)cc2)C1 (stereo unspecified),i,1.8,10,864,-1.6%[50 µM]
CN(CCOc1ccccc1)CC(O)COCc1ccccc1F (stereo unspecified),i,1.1,3,812,0.2%
COC(=O)c1cc(-c2ccc(OC)cc2)nc2nc(SC)[nH]c(=O)c12,i,0.5,67*,766*,0.1%
CCOC(=O)c1c(S(=O)(=O)Nc2ccccn2)c(C)n(C)c1C,i,0.3,0,719,0.4%
COc1ccc(CNCc2ccc3ccccc3c2)c(OC)c1,i,1.1,-8,814,-0.5%
CCC(C)(C)NC(=O)C(c1ccc(OC)cc1)N(Cc1ccc(OC)cc1)C(=O)CCC(=O)Nc1cc(C)on1 (stereo unspecified),i,3.5,17,799,0.0%
O=C(OCC(=O)N1CCCC1)c1cc(Cl)ccc1Cl,i,1.5,-16,805,-0.1%
Cc1cc(C)c2nc(-c3ccncc3)cc(C(=O)N3CCN(Cc4ccccc4Cl)CC3)c2c1,i,0.5,8,844,0.1%
CCOC(=O)[C@@H]1[C@H]2COc3cc(OC)ccc3[C@@H]2N2C(=O)N(c3ccc(C(F)(F)F)cc3)C(=O)[C@]12C,i,1.5,-12,719,0.3%
Cc1cc(C)cc(NS(=O)(=O)c2c(C(=O)N3CCOCC3)c(C)n(C)c2C)c1,i,2.0,-17,746,0.5%
COC(=O)c1ccc(OCC(O)CN2CCOCC2)cc1 (stereo unspecified),i,0.9,-4,851,-0.2%
COc1ccccc1CNC(=O)COC(=O)c1cccc(S(=O)(=O)N2CCCCC2)c1,i,0.4,-11,820,0.3%
COc1ccc(C(=O)N/N=C\c2coc3ccc(Cl)cc3c2=O)cc1,i,1.2,-4,821,0.4%[50 µM]
CCC(C)N(CCNC(=O)c1ccc(NC2=NC3CS(=O)(=O)CC3S2)cc1)Cc1ccco1 (stereo unspecified),i,4.0,-38,849,5.2%
CCOc1ccc(NC(=O)CN(C)C(=O)c2ccc(OCC3CCCO3)cc2)cc1OCC (stereo unspecified),i,0.8,-8,702,-0.3%
COC(=O)COc1ccc(/C=N/NS(=O)(=O)c2ccccc2)cc1,i,1.0,-1,837,0.1%
O=C(NCc1ccco1)/C(=C/c1ccccc1)NC(=O)c1ccco1,i,0.0,2,677,-0.6%
COc1ccc(-n2nc(C(=O)NCC(=O)NCCCN3CCOCC3)c3ccccc3c2=O)cc1,i,2.3,-3,795,-0.4%
O=C(COc1ccccc1)NC1CCCCCCC1,i,0.6,-17,698,-0.2%
O=C(CCn1c(=O)oc2ccccc21)Nc1ccc(N2CCOCC2)cc1,i,0.7,14,607,0.1%
COc1ccc(-c2noc(CCC(=O)Nc3cccnc3)n2)cc1,+,8.1*,1,776,0.4%
Cc1cccc(-c2nnc(SCC(=O)NC3CC3)n2C)c1,i,0.5,-17,615,-0.4%
O=S1(=O)N=C(N(CCO)/N=C/c2ccccc2F)c2ccccc21,i,0.3,-6,833,0.0%
COc1cccc(CNC(=O)N2CCN(c3ccccc3Cl)CC2)c1,i,0.7,20,836,0.3%
O=C(Cc1ccc([N+](=O)[O-])cc1)N/N=C/c1cccs1,i,2.2,2,871,2.2%[50 µM]
CSCc1c(C(=O)Nc2ccc3c(c2)OCO3)oc2ccccc12,i,1.1,-25,799,-0.3%
Cc1n[nH]c(C)c1S(=O)(=O)N1CCc2ccccc2C1,i,0.7,-3,730,0.4%
COc1ccc(-n2nc3c(N4CCC(C(=O)NCc5ccco5)CC4)nnc(C)c3c2C)cc1,i,0.7,-22,725,0.2%
C/C(=N\NC(=O)C(c1ccccc1)c1ccccc1)c1ccc(O)cc1,i,0.2,-17,793,0.2%
C=CCN(c1ccccc1)S(=O)(=O)c1ccc2c(c1)NC(=O)C(C)C(=O)N2 (stereo unspecified),i,2.6,2,808,3.9%
CSCC(=O)N1CCC(n2nccc2NC(=O)CCCc2ccccc2)CC1,i,1.5,-7,666,0.2%
CCCCN(CC)C(=O)C1CCCN(S(=O)(=O)c2cccc3nsnc23)C1 (stereo unspecified),?,/,-20,719,-0.4%
COc1ccc(N2CCN(C3CCCCC3NS(=O)(=O)c3ccccc3)CC2)cc1 (stereo unspecified),i,0.8,-30,634,0.2%
CCOCCCn1c(=S)[nH]c2cc(C(=O)NCc3ccc(F)cc3)ccc2c1=O,?,/,-17,696,-0.7%
CCC(C)N(C(=O)COC(=O)c1cc([N+](=O)[O-])ccc1N)C1CCS(=O)(=O)C1 (stereo unspecified),i,0.7,-2,650,0.1%
COc1ccccc1NC(=O)C1Cc2ccccc2CN1C(=O)c1ccco1 (stereo unspecified),i,1.1,-1,753,0.3%
O=C(COc1ccc([N+](=O)[O-])cc1)Nc1ccc(NC(=O)c2ccccc2)cc1,i,0.5,2,616,0.0%
# New compounds follow.
SMILES,Myeloid diff MLP,Myeloid diff MLP GFP+ MAC1+ %,Lipid droplet,Lipid droplet cells 6.5 µM,K1F lysis inhibition
CCNCCC(=O)N1c2ccccc2Sc2ccc(C(F)(F)F)cc21,i,0.3,-3,810,-0.7%
CN(Cc1ccccc1)C(=O)c1cccc(N2C(=O)C3CC=CCC3C2=O)c1 (stereo unspecified),i,0.1,-17,871,0.3%
O=C(O)C1CCN(S(=O)(=O)c2ccc(N3CCCC3C(=O)O)c([N+](=O)[O-])c2)CC1 (stereo unspecified),i,0.0,-1,898,1.1%[50 µM]
COc1ccc(CN(C)S(=O)(=O)c2nnc(NC(=O)c3ccc(C)cc3)s2)cc1OC,i,1.0,-1,672,0.5%
Cc1ccc2c(c1)N(C(=O)CCC(=O)NCC(C)c1ccccc1)CC(C)O2 (stereo unspecified),i,4.4,-57,761,-0.2%
N#CC1(N2CCN(C(=O)c3ccccc3)CC2)CCCCC1,i,0.3,4,840,0.1%
COc1ccc(N(C)C(=O)c2cc3c(s2)-c2ccc(Cl)cc2S(=O)(=O)C3)c(OC)c1,i,7.5,-3,685,0.3%
CSCCC(NC(=O)c1ccccc1Br)C(=O)NC(C)CCc1ccccc1 (stereo unspecified),i,12,-14,802,0.2%
S=c1[nH]nc(COc2ccccc2)n1/N=C/c1ccccc1Br,i,1.5,-7,803,-0.8%[50 µM]
CC(C)CC(CCc1ccccc1)OS(N)(=O)=O (stereo unspecified),i,1.9,8,820,1.5%
Cc1ccc(NC(=O)CSc2ccc3c(c2)OCCO3)c(O)c1,?,/,-90,568,-1.2%[50 µM]
COc1ccc(S(=O)(=O)N2CCC(C(=O)NCC3CCCO3)CC2)cc1Cl (stereo unspecified),i,1.0,1,804,-0.4%

# In a second layout: entries from further up
compound | Myeloid diff MLP | Myeloid diff MLP GFP+ MAC1+ % | Lipid droplet | Lipid droplet cells 6.5 µM | K1F lysis inhibition
CC(C)CC(CCc1ccccc1)OS(N)(=O)=O (stereo unspecified) | i | 1.9 | 8 | 820 | 1.5%
CN(Cc1ccccc1)C(=O)c1cccc(N2C(=O)C3CC=CCC3C2=O)c1 (stereo unspecified) | i | 0.1 | -17 | 871 | 0.3%
CSCCC(NC(=O)c1ccccc1Br)C(=O)NC(C)CCc1ccccc1 (stereo unspecified) | i | 12 | -14 | 802 | 0.2%
CCNCCC(=O)N1c2ccccc2Sc2ccc(C(F)(F)F)cc21 | i | 0.3 | -3 | 810 | -0.7%
COc1ccc(CN(C)S(=O)(=O)c2nnc(NC(=O)c3ccc(C)cc3)s2)cc1OC | i | 1.0 | -1 | 672 | 0.5%
N#CC1(N2CCN(C(=O)c3ccccc3)CC2)CCCCC1 | i | 0.3 | 4 | 840 | 0.1%

# The results go on.
SMILES,Myeloid diff MLP,Myeloid diff MLP GFP+ MAC1+ %,Lipid droplet,Lipid droplet cells 6.5 µM,K1F lysis inhibition
O=[N+]([O-])c1ccc(N2CCN(c3ccccc3)CC2)nc1,i,0.2,-1,805,0.3%
O=C(Cc1ccc(F)cc1)Nc1ccc(Cl)cn1,i,0.2,2,829,-1.6%
Cc1ccc(OC(=O)CCS(=O)(=O)c2ccc(C)cc2)cc1,?,/,7,818,0.2%
CN(C)C(CNC(=O)CCCN1C(=O)c2cccc3cccc(c23)C1=O)c1ccccc1 (stereo unspecified),i,0.3,-25,757,-0.5%

# Screening data deposited in PubChem BioAssay by several laboratories.

# Some of the compounds tested; count on the stated rates, not on these rows.
